PolyA inh: polyadenylation inhibitors in yeast reporter cells, primary screen, luminescence, S. cerevisiae | AID 1875, 2009 | calls only at 12 µM | hit rate 0.02% among 300,000 | S. cerevisiae SKY197-pL101 polyadenylation reporter, beta-gal luminescence; efflux-impaired pdr1/pdr3 knockout yeast; score 100 = 6 SD above DMSO;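 active = lowest replicate activity score at least 50, where 100 means six control SD above control mean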;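 note: yeast exposed to compound for 9 h at 30 °C; higher score means more reporter readthrough which indicates perturbed polyadenylation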
TRPC6 activator: mouse TRPC6 channel activators, primary screen, cell-based, HEK293, membrane potential dye. HEK293-TRPC6 membrane potential dye fluorescence; stronger effect = higher value. B-score at 10 µM. hit rate 0.13% among 310,000;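 active = B-score of the integrated fluorescence ratio above library mean plus 3 SD, and starting fluorescence ratio within library mean plus 5 SD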;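 note: higher score means more depolarization so channel activation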
TRPC4 agonist: activators of mouse TRPC4 channel, primary screen, Fluo4 calcium, HEK293 TRPC4beta/mu-opioid cells | Short transient receptor potential channel 4 (Mus musculus), Q9QUQ5 | Fluo4 calcium fluorescence; stronger effect = higher value | B-score at 10 µM | hit rate 0.49% among 310,000 | AID 2237, 2010;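 active = B-score above 5 SD of library B-scores, and initial fluorescence ratio not above library mean plus 5 SD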;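 note: positive B-score marks a calcium rise read as TRPC4 activation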
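System – HEK293 cells stably co-expressing mouse TRPC4beta and mu-opioid receptor · Signal – Fluo4 calcium-sensitive dye fluorescence, kinetic, 1 Hz baseline · Benchmarks – buffer (low) and maximal DAMGO (high) · Read-out – B score of integrated fluorescence ratio per well · Incubation – dye loading 45 min room temperature, 110 s kinetic read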
TRPC4 inh: inhibitors of mouse TRPC4 channel, primary screen, Fluo4 calcium, HEK293 TRPC4beta/mu-opioid cells; Short transient receptor potential channel 4 (Mus musculus), Q9QUQ5; DAMGO-evoked Fluo4 calcium flux; stronger effect = lower value; B-score at 10 µM; hit rate 0.39% among 300,000; AID 2247, 2010;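 active = B-score over 3 SD under the library average, no early fluorescence shift, positive overall ratio signal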
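Material: HEK293 cells with stable TRPC4beta plus mu-opioid receptor expression / Probe or stimulus: DAMGO in two steps, submaximal then maximal / Compound: single concentration per test compound / Technique: kinetic Fluo4 fluorescence imaging of calcium influx / Read-out: per-well B score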
AI-2 QS mod: Vibrio harveyi AI-2 quorum sensing modulators, primary screen, JMH597 strain, luminescence/OD600 ratio | Vibrio harveyi JMH597 AI-2 luminescence/OD600 ratio, 9 h; stronger effect = lower value; strain lacks LuxN and CqsS sensors; 0 = neutral-control median | activity change, % at 7.5 µM | hit rate 0.4% among 300,000 | AID 2094, 2009; in the data active = activity change below about -75%, passing the limit was not always enough;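 note: luminescence divided by OD600 gain over 9 h not by final OD600 alone; inactives centre near 13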
MrgX1 ag: agonists of human MrgX1 receptor, primary screen, HEK293 cells, Fluo-4 calcium flux | B-score at 10 µM | Mas-related G-protein coupled receptor member X1 (Homo sapiens), Q96LB2 | hit rate 0.44% among 310,000 | Fluo-4 calcium fluorescence, agonist mode; stronger effect = higher value | AID 588627, 2011;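 active = calcium response B-score plate-corrected fluorescence ratio at least 3 library SD, with starting fluorescence B-score inside 5 SD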
Target sequence (Q96LB2 whole entry, looked up): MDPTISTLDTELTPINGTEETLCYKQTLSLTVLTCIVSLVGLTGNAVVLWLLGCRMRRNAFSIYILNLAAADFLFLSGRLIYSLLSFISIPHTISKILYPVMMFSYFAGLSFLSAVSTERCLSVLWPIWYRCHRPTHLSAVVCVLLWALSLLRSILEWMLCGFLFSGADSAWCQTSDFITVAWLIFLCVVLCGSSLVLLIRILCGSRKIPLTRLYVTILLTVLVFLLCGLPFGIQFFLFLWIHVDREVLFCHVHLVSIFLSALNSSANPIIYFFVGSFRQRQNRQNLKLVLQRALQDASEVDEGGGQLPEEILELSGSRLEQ
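times = overnight plating, then 30 min 37 °C plus 30 min room-temperature dye loading | assay system = stable human MrgX1 HEK293 cell line | input = fifteen thousand cells per well | signal = kinetic calcium dye fluorescence, Fluo-4 NW | dosing = compound delivered in addition one of three | read-out = B-scored fluorescence response ratio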
TRPC4 PAM: positive allosteric modulators of TRPC4, primary screen, cell-based, mouse TRPC4beta, HEK293 mu-opioid, Fluo-4 calcium. Short transient receptor potential channel 4 (Mus musculus), Q9QUQ5. DAMGO EC20, Fluo-4 Ca2+ flux; stronger effect = higher value. B-score at 10 µM. hit rate 0.42% among 310,000. AID 2227, 2009;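 active = B-score of calcium response area above 5 SD of library B-scores, with initial fluorescence ratio within 5 SD of library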;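 note: B-score of integrated fluorescence ratio over time as area under calcium response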
MrgX1 allo act: positive allosteric modulators of MrgX1, primary screen, HEK293 cells, Fluo-4 calcium flux; Mas-related G-protein coupled receptor member X1 (Homo sapiens), Q96LB2; FDSS; stronger effect = higher value; B-score at 10 µM; hit rate 0.63% among 310,000; AID 588675, 2011;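 active = plate-corrected calcium response at least 3 library SD above typical, normal starting fluorescence, not activating the receptor alone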;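 note: compound read alongside a low EC10 to EC30 dose of BAM8-22 agonist; peak minus trough fluorescence over baseline measured at the second addition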
HIF act: HIF pathway transcriptional activators, primary screen, cell-based, U2OS HRE-luciferase, luminescence; U2OS HRE-luciferase reporter; normalized: DMSO 0%, desferrioxamine 100%; activation, % at 7.5 µM (by protocol); hit rate 0.32% among 300,000; AID 1910, 2009;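 active = mean activation of at least 10% of the iron chelator positive control signal, with at least half of replicates also reaching 10%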
TRPC6 inhibitor: mouse TRPC6 channel inhibitors, primary screen, cell-based, HEK293, membrane potential dye; ACh-evoked depolarization; stronger effect = lower value; B-score at 10 µM; hit rate 1.1% among 310,000; AID 2553, 2010;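 active = B-score under library mean minus 3 SD, initial fluorescence not abnormally high, positive integrated signal ratio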;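 note: B-score derived from integrated fluorescence ratio over the kinetic read; more negative B-score means stronger inhibition of depolarization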
MrgX1 antagonist: antagonists of human MrgX1 receptor, primary screen, HEK293 cells, Fluo-4 calcium flux; Mas-related G-protein coupled receptor member X1 (Homo sapiens), Q96LB2; BAM8-22 antagonism; stronger effect = lower value; B-score at 10 µM; hit rate 1.3% among 310,000; AID 588676, 2011;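 active = calcium-response B-score plate-corrected more than 3 library SD below zero, starting fluorescence within 5 deviations, no agonist response on first addition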;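 note: peak minus trough fluorescence over baseline after final BAM8-22 challenge near maximal dose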
The depositor's hits bear a star; i = inactive; nt = not tested or not shown.

| molecule | TRPC6 inhibitor | TRPC4 inh | MrgX1 allo act | TRPC4 agonist | HIF act | TRPC6 activator | TRPC4 PAM | PolyA inh | AI-2 QS mod | MrgX1 ag | MrgX1 antagonist |
| --- | --- | --- | --- | --- | --- | --- | --- | --- | --- | --- | --- |
| C/C(=N\NS(=O)(=O)c1ccc(Cl)c([N+](=O)[O-])c1)c1cc2ccccc2o1 | i | i | i | i | 0.3 | i | i | i | 23 | i | i |
| CC1(C(=O)NCCN2CCOCC2)C=CC2(CCCCC2)N1C(=O)c1ccccc1 (configuration not stated) | i | i | i | i | 0.9 | i | i | i | 19 | i | -6.8* |
| Cc1ccccc1CSCC(Nc1ccc(C(=O)O)cc1[N+](=O)[O-])C(=O)O (configuration not stated) | i | i | i | i | 0.6 | i | i | i | 16 | i | i |
| C/C(=C\CCC1(C)C2CC3C(C2)C31C)C(=O)O (configuration not stated) | i | i | i | i | 0.1 | i | i | i | 72 | i | i |
| C/C(=N\NC(=O)c1ccc2c(c1)OCO2)c1ccc(NC(=O)CCCC(=O)O)cc1 | i | i | i | i | 1.3 | i | i | i | 30 | i | i |
| O=C(NCCc1cn[nH]c1)C1CCC(=O)N(CCc2cccc(F)c2)C1 (configuration not stated) | i | i | i | i | 0.6 | i | i | i | 19 | i | i |
| Cc1cc(NC(=O)CSc2ccc(Cl)cc2)no1 | i | i | i | i | 0.2 | i | i | i | 10 | i | i |
| Cc1c(O)cc2n(c1=O)-c1ccccc1C2(C)C | i | i | i | i | -1.6 | i | i | i | 28 | i | i |
| CCOC(=O)N1CCN(C(=O)Nc2ccccc2Cl)CC1 | i | i | i | i | -0.2 | i | i | i | 12 | i | i |
| CCC(=O)Nc1ccc(Nc2ccccc2)cc1 | i | i | i | i | 1.1 | i | i | i | -16 | i | i |
| Cc1c(CN(C)C(=O)c2ccc(Br)o2)cnn1C | i | i | i | i | -0.1 | i | i | i | 10 | i | i |
| CCCCn1nc(C(=O)Nc2ccc(S(=O)(=O)Nc3ncccn3)cc2)c2ccccc2c1=O | i | i | i | i | 0.1 | i | i | i | 15 | i | i |
| COc1ccc(CCN(C)C(=O)C2CCCN(C3CCN(Cc4ccccc4)CC3)C2)cc1OC (configuration not stated) | i | i | i | 131* | 0.1 | i | i | i | 2 | i | i |
| COc1ccc(Cl)cc1NC(=O)c1cnccn1 | i | i | i | i | -1.2 | i | i | i | 20 | i | i |
| Cc1nn(CC(=O)O)c(C)c1C | i | i | i | i | -0.6 | i | i | i | 35 | i | i |
| Cc1ccc(SCC(=O)OCC(=O)NC(C)c2ccc(Br)cc2)cc1 (configuration not stated) | i | i | i | i | -0.5 | i | i | i | 11 | i | i |
| CC(=O)c1ccc(NC(=S)N2CC(C)CC(C)C2)cc1 (configuration not stated) | i | i | i | i | -0.1 | i | i | i | 1 | i | i |
| COc1ccccc1CCNC(=O)c1ccc(NC(=O)CC2SC(N3CCCC3)=NC2=O)cc1 (configuration not stated) | i | i | i | i | 0.6 | i | i | i | 12 | i | i |
| COC(=O)c1ccc(-n2nnnc2SCC(=O)Nc2ccccc2OC)cc1 | i | i | i | i | 0.0 | i | i | i | -13 | i | i |
| NCC(=O)NCC(=O)OCc1ccccc1 | i | i | i | i | -0.6 | i | i | i | -2 | i | i |
| Cc1cc(C)n(-c2cc(N3CCN(S(=O)(=O)c4ccc5ccccc5c4)CC3)ccc2[N+](=O)[O-])n1 | i | i | i | i | -0.3 | i | i | i | 16 | i | i |
| CCN(CC)c1ccc(/C=N/N2CCN(Cc3ccc(C)cc3C)CC2)c(O)c1 | i | i | i | i | 1.1 | i | i | i | -2 | i | i |
| Cn1c(SCC(=O)N2CCOCC2)nnc1-c1cnccn1 | i | i | i | i | 0.1 | i | i | i | 3 | i | i |
| Cc1ccc(C)c2[nH]c(=O)c(CCNC(=O)c3ccco3)cc12 | i | i | i | i | -0.2 | i | i | i | 29 | i | i |
| C/C(N=Nc1nc2ccccc2s1)=N\Nc1ccccc1O | i | i | i | i | 0.2 | i | i | i | 2 | i | i |
| Cn1cnc2cc(NCc3cccs3)ccc21 | i | i | i | i | 2.0 | i | i | i | nt | i | i |
| CCCOc1ccc(C(CC(=O)O)NC(=O)c2ccc3c(c2)OCO3)cc1 (configuration not stated) | i | i | i | i | -0.3 | i | i | i | 8 | i | i |
| COc1ccccc1N1CCN(C(=O)c2ccc3nc(-c4ccco4)c(-c4ccco4)nc3c2)CC1 | i | i | i | i | -0.5 | i | i | i | -1 | i | i |
| Cc1ccccc1NP(=O)(c1ccccc1)c1nc2ccccc2s1 (configuration not stated) | i | i | i | i | 0.4 | i | i | i | 12 | i | i |
| CC(NC(=O)Nc1ccc(Cl)c(Cl)c1)C(c1ccccc1)N1CCOCC1 (configuration not stated) | i | i | i | i | -0.2 | i | i | i | 8 | i | i |
| N=c1oc2cc(O)ccc2cc1C(=O)Nc1ccc(Cl)cc1 | i | i | i | i | -0.7 | i | i | i | 16 | i | i |
| CC(=O)c1ccc(N2CCN(C(=O)c3ccc(OCc4c(C)noc4C)cc3)CC2)cc1 | i | i | i | i | -0.3 | i | i | i | 8 | i | i |
| CCOC(=O)N/N=C/c1ccc(C)o1 | i | i | i | i | 0.2 | i | i | i | 21 | i | i |
| O=C(/C=C/c1ccc(Cl)cc1)N1CCN(c2ccccc2[N+](=O)[O-])CC1 | i | i | i | i | nt | i | i | i | 8 | i | i |
| Cc1cc(N2CCOCC2)nc(-c2ccccc2O)n1 | i | i | i | i | 0.1 | i | i | i | 4 | i | i |
| O=C(CCC1CCCCC1)NCCS(=O)(=O)N1CCN(c2ccccc2)CC1 | i | i | i | i | -0.2 | i | i | i | 17 | i | i |
| CN1CCCN(C(=O)c2ccc(Br)s2)CC1 | i | i | i | i | -0.5 | i | i | i | 24 | i | i |
| Cn1c(SCc2c(Cl)cccc2Cl)nnc1-c1ccc2nonc2c1 | i | i | i | i | -0.1 | i | i | i | 7 | i | i |
| Cc1ccc(NC(=O)c2ccccc2NS(=O)(=O)c2ccc(Cl)s2)cc1S(=O)(=O)N1CCOCC1 | i | i | i | i | -0.1 | i | i | i | 13 | i | i |
| O=C(CNC(=O)c1sc2ccccc2c1Cl)OCc1ccccc1 | i | i | i | i | 0.0 | i | i | i | -34 | i | i |
| COC(=O)c1ccc(CN2C(=O)NC3(CCCc4ccccc43)C2=O)o1 (configuration not stated) | i | i | i | i | -0.1 | i | i | i | 31 | i | i |
| COc1ccc(/C=N/n2cnc3c([nH]c4ccc(F)cc43)c2=O)cc1CSc1ccccn1 | i | i | i | i | -0.5 | i | i | i | 0 | i | i |
| COc1cc(/C=N/N2CCOCC2)ccc1OCc1ccc(Cl)cc1 | i | i | i | i | 0.4 | i | i | i | 15 | i | i |
| O=C(CCCc1ccccc1)NCCc1ccc(F)cc1 | i | i | i | i | -0.4 | i | i | i | 5 | i | i |
| COC(=O)C1(C)Nc2ccccc2C(=O)N1c1ccccc1C (configuration not stated) | i | i | i | i | 0.0 | i | i | i | -2 | i | i |
| O=C(NCc1ccc(Cl)cc1)c1cccc(NC(=O)c2ccccc2)c1 | i | i | i | i | -0.9 | i | i | i | -8 | i | i |
| COc1ccc(C(=O)Nc2ccc([N+](=O)[O-])cn2)c(OC)c1 | i | i | i | i | -0.7 | i | i | i | -6 | i | i |
| CN(c1ccc(Cl)cc1)S(=O)(=O)c1nnc(NC(=O)c2ccco2)s1 | i | i | i | i | 0.6 | i | i | i | 6 | i | i |
| O=C1Cc2ccccc2Sc2c(OCCN3CCCCC3)cccc21 | i | i | i | i | -0.3 | i | i | i | 22 | 27* | i |
| COc1ccc(OC)c(C(=O)NC2CC(C)(C)Cc3c2cnn3-c2ccccc2)c1 (configuration not stated) | i | i | i | i | -0.2 | i | i | i | 3 | i | i |
| COc1cc(-c2nnc(NC(=O)CCS(=O)(=O)c3ccc(F)cc3)o2)cc(OC)c1OC | i | i | i | i | -22 | i | i | i | 27 | i | i |
| CCCSc1ccc(C(=O)Nc2ccc(F)cc2F)cn1 | i | i | i | i | 4.9 | i | i | i | 15 | i | i |
| CCCCC(=O)NC(c1ccccc1OC)c1ccc2cccnc2c1O (configuration not stated) | i | i | i | i | 63* | i | i | i | 6 | i | i |
| CCCOc1nnnn1-c1ccccc1 | i | i | i | i | 0.5 | i | i | i | 21 | i | i |
| CN(C)C(=S)NC(=O)C(c1ccccc1)c1ccccc1 | i | i | i | i | 0.0 | i | i | i | 20 | i | i |
| COc1ccc(Cc2noc(CN3CCCN(Cc4ccc(F)cc4)CC3)n2)cc1OC | i | i | i | i | 0.3 | i | i | i | 33 | i | i |

Additional results
| molecule | TRPC6 inhibitor | TRPC4 inh | MrgX1 allo act | TRPC4 agonist | HIF act | TRPC6 activator | TRPC4 PAM | PolyA inh | AI-2 QS mod | MrgX1 ag | MrgX1 antagonist |
| --- | --- | --- | --- | --- | --- | --- | --- | --- | --- | --- | --- |
| CC1(C)Cc2c(c(N3CCOCC3)nc3snc(NC(=O)c4ccccc4)c23)CO1 | i | i | i | i | -0.3 | i | i | i | 26 | i | i |
| NC(=O)C1CCN(c2ncccc2[N+](=O)[O-])CC1 | i | i | i | i | -0.1 | i | i | i | 15 | i | i |
| CCOc1ccc(-n2c(C)nc3cc(C(=O)NCC4CCCO4)ccc32)cc1 (configuration not stated) | i | i | i | i | -0.1 | i | i | i | 11 | i | i |
| COc1ccc(S(=O)(=O)N2Cc3ccccc3CC2C(=O)O)cc1OC (configuration not stated) | i | i | i | i | nt | i | i | i | -2 | i | i |

Compound activity (PubChem BioAssay)

These rows are one share of the data; rates above refer to the full screens.
